RGS8-Gao: modulates binding of RGS8 to human Galphao. response (percent of control binding), % at 10 µM. P09471. 0.34% of 220,000 active. multiplexed bead flow cytometry; actives lie on both sides; in the data active means response below about 60% or above about 140%; inactive means in between;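 further: Galphao activated as the GDP aluminium fluoride complex binding bead-coupled RGS8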
RGS7-Gao reg: regulators of human RGS7-Galphao interaction. 0.35% of 220,000 active. AID 1439. binding response (% of control), % at 10 µM. Multiplexed bead flow cytometry, RGS7-Galphao binding; actives lie on both sides; in the data active means binding response below about 49% or above about 150%; inconclusive means no clear call, values can overlap the other calls; inactive means in between;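 further: fluorescent Galphao held in activated GDP-AlF4 state binding bead-coupled RGS7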
Mcl1 Bid PPI: disrupts binding of human Mcl-1 to Bid peptide; Q07820; TR-FRET Mcl-1/Bid-Dy647 peptide binding, 1536-well; 0.97% of 220,000 active; inhibition, % at 21.7 µM;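 active means compounds that cut the binding signal by more than half at the single screening dose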;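 further: His-tagged Mcl-1 with europium anti-His antibody binding Bid BH3 peptide; 0% = Mcl-1 plus peptide wells and 100% = peptide-only wells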
Bfl-1 Bim block: disrupts Bim binding to human Bfl-1; Q16548; Bead-based flow cytometry, Bim-Bfl-1 binding inhibition; inhibition, % at 10 µM; 0.12% of 190,000 active;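 further: 0% = wells without compound plus tracer and 100% = blocker peptide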
RGS4-Gao reg: modulates binding of RGS4 to human Galphao. Multiplexed bead flow cytometry; actives lie on both sides. binding response (% of control), % at 10 µM. 0.33% of 220,000 active. AID 1415; in the data active means binding response below about 49% or above about 150%; inactive means in between;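 further: fluorescent Galphao activated with aluminum fluoride binding bead-coupled RGS4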
Mcl1 Noxa PPI: disrupts binding of human Mcl-1 to Noxa peptide; inhibition, % at 21.7 µM; 1.5% of 220,000 active; Q07820; AID 1022; TR-FRET Mcl-1/Noxa peptide binding, 2 h;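 active means compounds that cut the protein-peptide binding signal by more than 50% relative to plate controls in a single-dose test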;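 further: His-tagged Mcl-1 with rhodamine Noxa BH3 peptide and terbium anti-His antibody; 0% = Mcl-1 plus Noxa peptide wells and 100% = peptide-only wells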
Bcl-B Bim block: human Bim-Bcl-B interaction inhibition; AID 951; inhibition, % at 10 µM; bead-based flow cytometry, Bim peptide-Bcl-B binding; 0.073% of 190,000 active;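 further: 0% = tracer peptide without compound and 100% = reference inhibitor peptide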
Target sequence (Q9HD36 whole entry, looked up): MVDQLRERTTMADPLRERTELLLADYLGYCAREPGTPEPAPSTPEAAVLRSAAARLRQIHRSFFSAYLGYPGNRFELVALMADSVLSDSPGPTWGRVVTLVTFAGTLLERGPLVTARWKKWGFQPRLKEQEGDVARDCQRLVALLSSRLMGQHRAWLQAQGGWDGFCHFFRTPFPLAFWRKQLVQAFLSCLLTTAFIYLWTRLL
Bim-Mcl-1: human Bim-Mcl-1 interaction inhibition; Q07820; Bead-based flow cytometry, Bim peptide-Mcl-1 binding; inhibition, % at 10 µM; 0.1% of 190,000 active;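 further: 0% = no compound tracer wells and 100% = peptide blocker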
Bim-Bcl-XL: human Bim-Bcl-XL interaction inhibition; Q07817; Bim peptide-Bcl-XL binding, bead flow cytometry, fluorescence; inhibition, % at 10 µM; 0.04% of 190,000 active; AID 1007
Target sequence (Q07817 whole entry, looked up): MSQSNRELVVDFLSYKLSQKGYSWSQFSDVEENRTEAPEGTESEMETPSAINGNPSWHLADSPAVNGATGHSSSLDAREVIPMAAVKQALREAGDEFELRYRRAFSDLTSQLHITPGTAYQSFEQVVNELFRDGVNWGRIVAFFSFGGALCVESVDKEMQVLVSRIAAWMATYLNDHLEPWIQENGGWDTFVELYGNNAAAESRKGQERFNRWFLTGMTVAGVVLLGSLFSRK
Bim-Bcl-2: inhibitors of Bim-Bcl-2 interaction, human. 0.06% of 190,000 active. Bead-based flow cytometry, Bim peptide-Bcl-2 binding. P10415. inhibition, % at 10 µM; in the data active means inhibition above about 40%; inconclusive means no clear call, values can overlap the other calls;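 further: 0% = no compound wells with probe peptide and 100% = reference peptide inhibitor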
Target sequence (P10415 whole entry, looked up): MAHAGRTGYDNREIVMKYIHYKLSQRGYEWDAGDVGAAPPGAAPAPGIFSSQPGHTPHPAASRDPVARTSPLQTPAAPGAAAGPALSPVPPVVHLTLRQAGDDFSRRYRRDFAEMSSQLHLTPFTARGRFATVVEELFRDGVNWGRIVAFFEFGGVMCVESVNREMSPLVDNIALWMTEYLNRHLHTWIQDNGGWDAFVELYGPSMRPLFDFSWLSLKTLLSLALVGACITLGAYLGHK
Bcl-W Bim block: disrupts Bim peptide binding to human Bcl-W. Q92843. bead-based flow cytometry. inhibition, % at 10 µM. 0.02% of 190,000 active;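 further: 0% = bound tracer without compound and 100% = peptide blocker; higher means less fluorescent Bim peptide bound to Bcl-W beads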
Target sequence (Q92843 whole entry, looked up): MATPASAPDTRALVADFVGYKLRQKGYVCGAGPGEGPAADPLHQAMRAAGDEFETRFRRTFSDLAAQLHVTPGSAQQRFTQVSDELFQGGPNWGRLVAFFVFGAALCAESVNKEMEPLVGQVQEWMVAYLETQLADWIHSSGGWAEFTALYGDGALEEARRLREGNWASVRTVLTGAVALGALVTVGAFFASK
An asterisk follows results filed as active; u = inconclusive; x = no result given. Unless noted, no stated cut-off is given here; in the data, active means inhibition above about 40%. This is a random part of the collection; about 2.7% have a hit in one of these screens.

Each structure is followed by: RGS8-Gao, RGS7-Gao reg, Mcl1 Bid PPI, Bfl-1 Bim block, RGS4-Gao reg, Mcl1 Noxa PPI, Bcl-B Bim block, Bim-Mcl-1, Bim-Bcl-XL, Bim-Bcl-2, Bcl-W Bim block
#1 Cc1c(C(=O)N/N=C/c2ccccc2)sc(=S)n1C
    100.8, 98.3, -49.6, -2.0, 97.0, -4.6, -1.0, 1.0, 0.0, -4.0, 0.0
#2 CCn1c(=O)cc(SCC(=O)Nc2ccc3c(c2)OCO3)c2ccccc21
    98.8, 99.7, 3.1, -5.0, 95.5, -13.2, -6.0, 0.0, 0.0, -3.0, 0.0
#3 CC(/C=C1\NC(=S)NC1=O)=C\c1ccccc1
    93.5, u, -41.6, x, 97.9, 14.2, x, x, x, x, x
#4 COc1ccc(C(=O)Nc2ccccc2Cc2ccccc2)c(OC)c1
    100.0, 97.9, 2.6, -7.0, 98.0, 11.9, -23.0, -11.0, -23.0, -2.0, -9.0
#5 C=CCOC(=O)C1=C(C)Nc2nnnn2C1c1cccc(OC)c1OC (centres undefined)
    107.6, 106.1, -8.8, -10.0, 103.5, 11.0, -8.0, 0.0, -11.0, -4.0, -3.0
#6 CC(C)CC(=O)Nc1ccc(C(=O)COc2ccc(-c3nnco3)cc2)cc1
    102.5, 96.9, 28.6, -11.0, 93.7, 20.2, -8.0, -1.0, -8.0, -5.0, -2.0
#7 CCOC(=O)C1CCCN(C(=O)c2ccc(Cl)cc2)C1 (centres undefined)
    100.8, u, -26.9, -3.0, 98.4, 6.2, -3.0, 0.0, -5.0, -1.0, -2.0
#8 O=[N+]([O-])c1ccc2nc(-c3ccccc3[N+](=O)[O-])[nH]c2c1
    99.9, 101.5, -67.1, -1.0, 105.9, 17.2, -6.0, -1.0, -1.0, -3.0, -3.0
#9 N#Cc1ccc(/C=C\c2nccc3c2[nH]c2ccccc23)cc1
    98.9, u, 1.8, -1.0, 101.9, 38.7, -7.0, -1.0, -2.0, -1.0, 1.0
#10 CCN(CC)S(=O)(=O)c1ccc2c(c1)nc(SCC(N)=O)n2-c1ccc(OC)cc1
    97.8, 97.4, -13.4, -14.0, 100.2, -8.2, -7.0, -2.0, -8.0, -10.0, -4.0
#11 Cc1onc(-c2ccccc2)c1C(=O)N/N=C/c1cn(C)c2ccccc12
    103.5, 107.6, -27.2, -4.0, 104.5, 15.6, -3.0, -1.0, -3.0, 0.0, 0.0
#12 Cc1nc2ccccc2nc(C)c1=NOCc1cccc(Cl)c1
    101.9, 96.7, 0.9, -7.0, 101.6, -10.3, -8.0, -3.0, -3.0, -8.0, -4.0
#13 O=C(CSc1ncnc2scc(-c3ccccc3)c12)N1CCN(c2ccccc2F)CC1
    102.9, 108.3, -10.2, -1.0, 103.3, -1.4, -9.0, -7.0, -9.0, -5.0, -5.0
#14 Cc1cc(C)n2nc(C(=O)Nc3c(C)nn(Cc4ccc(F)cc4)c3C)cc2n1
    106.2, u, -28.1, 2.0, 101.9, 1.0, 3.0, 0.0, 0.0, 1.0, 1.0
#15 CCn1c(SCc2ccccc2Cl)nc2ccccc21
    103.4, 107.6, 1.4, 0.0, 105.1, -14.4, -2.0, -3.0, -4.0, -2.0, -1.0
#16 COC(=O)C1C(O)=C(C=NCc2ccccc2)C(=O)CC1(C)C (centres undefined)
    101.3, 93.4, -14.0, -3.0, 94.6, 8.1, 0.0, 2.0, -2.0, -1.0, -1.0
#17 O=S(=O)(c1ccc(Cl)cc1)n1cccn1
    101.5, 95.0, -11.4, -1.0, 96.2, 1.1, 1.0, 0.0, -1.0, 0.0, 0.0
#18 COc1cccc(C(=O)Nc2ccccc2C(=O)N2CCCC2)c1
    100.8, 103.7, -31.1, -10.0, 100.9, 1.1, -7.0, -2.0, 12.0, -9.0, 3.0
#19 COc1ccc(-c2nnn(Cc3nc(N)nc(N4CCCCC4)n3)n2)cc1
    98.1, 93.8, -18.6, -9.0, 94.9, 6.3, -7.0, 3.0, 0.0, -7.0, 4.0
#20 CCCNC(=O)Cn1c(=O)cnc2ccccc21
    95.2, 91.9, 6.8, 4.0, 99.4, 24.8, 0.0, -2.0, -1.0, 1.0, 2.0
#21 CC1(C)CC(=O)C(CC(=O)NC2CCCc3ccccc32)C(=O)C1 (centres undefined)
    100.3, 98.1, -31.6, -1.0, 100.2, 6.8, -2.0, 0.0, 0.0, 3.0, 0.0
#22 Clc1c(-c2ccccc2)nnn1-c1ccccc1
    97.8, 92.3, -28.0, -2.0, 94.8, -3.2, -7.0, -6.0, -9.0, -4.0, -5.0
#23 Cc1ccc(/C=c2\sc3nc(-c4ccco4)nn3c2=O)o1
    98.1, 87.4, 25.4, 0.0, 97.0, 77.1*, -3.0, 5.0, 2.0, -4.0, 9.0
#24 O=C(O)COc1cccc2nsnc12
    97.9, 105.0, 9.5, -9.0, 99.9, 25.9, -8.0, 1.0, 12.0, -6.0, 2.0
#25 CCOC(=O)c1csc(Nc2nc3ccc(F)cc3s2)n1
    94.5, 95.0, -45.6, 0.0, 97.5, -128.0, -5.0, -3.0, -5.0, 0.0, -3.0
#26 C=CCn1nnc2sc3c(c2c1=O)CCC(C)C3 (centres undefined)
    94.2, 97.2, -4.2, -9.0, 91.3, -3.2, -2.0, 3.0, 0.0, -7.0, 5.0
#27 COC(=O)C(CCSC)NC(=O)CNS(=O)(=O)c1ccc(Cl)cc1 (centres undefined)
    103.2, 96.8, -70.8, 0.0, 104.0, -5.0, 0.0, -2.0, -3.0, 0.0, -1.0
#28 COc1ccc(CC(=O)Nc2c3c(nn2-c2cccc(C)c2C)CS(=O)(=O)C3)cc1
    103.3, 107.4, -34.2, -20.0, 104.3, -11.1, -11.0, -4.0, -9.0, -8.0, -2.0
#29 CSCCC(NC(=O)c1ccc([N+](=O)[O-])cc1Cl)C(=O)OCC(=O)NC1CCCC(C)C1C (centres undefined)
    93.0, 95.9, -34.0, -3.0, 92.0, 20.0, -3.0, -5.0, -2.0, -9.0, -3.0
#30 O=C(CCNC(=O)c1ccco1)Nc1ccccc1N1CCOCC1
    101.0, 94.7, -19.8, -4.0, 98.9, 3.3, -3.0, -1.0, 0.0, -1.0, -2.0
#31 O=C(c1ccco1)N1CCc2ccccc21
    100.9, 106.1, 1.6, -2.0, 100.7, 12.5, -2.0, 0.0, -1.0, -1.0, -1.0
#32 CN(C(=O)n1cnc2ccccc21)c1ccccc1
    91.5, 95.6, -19.3, -1.0, 91.6, 0.9, -6.0, -5.0, -4.0, -3.0, -4.0
#33 O=S(=O)(NCC1OCCc2ccccc21)c1ccc(S(=O)(=O)N2CCOCC2)cc1 (centres undefined)
    103.3, 101.8, -5.2, 0.0, 103.8, -0.3, -5.0, -3.0, -8.0, -2.0, -4.0
#34 COc1cc2[nH]c(=S)nc(NCC3CCCO3)c2cc1OC (centres undefined)
    99.9, 97.1, -99.0, 7.0, 94.8, 16.4, 15.0, 15.0, 25.0, 9.0, 17.0
#35 CSCCCNC(=S)Nc1cccc(S(=O)(=O)NC2=NCCC2)c1
    99.5, u, -51.5, -3.0, 98.5, -30.7, -4.0, -3.0, -3.0, -4.0, -1.0
#36 O=C(COC(=O)CCOc1ccccc1)Nc1ccc(Cl)cn1
    101.7, 101.2, 12.9, -14.0, 100.9, 26.3, -7.0, -6.0, 0.0, -11.0, 0.0
#37 O=C(N/N=C/c1ccc(N2CCOCC2)cc1)C1COc2ccccc2O1 (centres undefined)
    99.7, u, -32.3, -1.0, 97.0, 10.7, -1.0, -1.0, -2.0, -1.0, 0.0
#38 CCCc1ccc(OCc2ccc(C(=O)OC)o2)c(OC)c1
    103.7, 102.4, -7.2, -16.0, 103.4, -5.1, -10.0, -1.0, -12.0, -4.0, -2.0
#39 COc1ccc(/C=N/Nc2ccccn2)c(OC)c1OC
    101.6, u, -51.8, -5.0, 99.8, 11.1, -5.0, 0.0, -1.0, 0.0, 0.0
#40 O=C(Nc1cc(C(F)(F)F)ccc1-n1cncn1)c1ccc(Cl)cc1
    103.2, 99.1, 7.5, -11.0, 101.4, 9.7, -2.0, 1.0, -3.0, -4.0, 2.0
#41 CN(C)CCCNCCCNC(=O)/C(=N\O)c1ccccc1
    91.5, u, -12.0, x, 88.3, -20.2, x, x, x, x, x
#42 CCOC(=O)c1cccc(NC(=O)/C=C/c2ccc([N+](=O)[O-])cc2)c1
    104.1, 103.2, -38.5, 1.0, 101.3, 2.2, -1.0, 0.0, -2.0, 2.0, 0.0
#43 CCOC(=O)Cn1c(C)c(Br)c(=O)c2cccc(C)c21
    100.4, 95.0, -12.6, -13.0, 98.3, 16.9, -5.0, 1.0, -1.0, -4.0, -1.0
#44 O=C(/C=C/c1ccc(F)cc1)c1cc(Br)ccc1O
    101.2, u, 9.7, x, 110.8, 17.5, x, x, x, x, x
#45 CCOCCCNC(=O)c1ccc(N2CCCC2)c(NS(=O)(=O)c2ccc(C)cc2)c1
    98.1, 92.2, -36.7, 6.0, 94.4, 23.6, 7.0, 4.0, 0.0, 17.0, 0.0
#46 Cc1ccc(S(=O)(=O)Nc2cccc(NC(=O)CN3CCCCC3)c2)cc1
    102.3, 99.2, 17.8, 0.0, 102.4, 26.2, -3.0, -4.0, -5.0, 0.0, -1.0
#47 O=C(CCN1C(=O)C2CC=C(Cl)CC2C1=O)Nc1ccccc1O (centres undefined)
    100.2, 101.7, -10.8, -5.0, 102.4, 5.5, 2.0, -2.0, -1.0, -1.0, -1.0
#48 O=C(NCC(c1cccnc1)N1CCN(c2ccccc2F)CC1)C1CCCCC1 (centres undefined)
    100.4, 103.7, -9.9, -12.0, 104.3, 0.7, -8.0, -2.0, -2.0, -5.0, 0.0
#49 O=C(Cn1cnc2ccccc2c1=O)Nc1ccc2c(c1)OCO2
    107.0, 107.6, -9.6, 28.0, 104.0, 14.1, 8.0, 18.0, 23.0, 18.0, 18.0
#50 COC(=O)c1ccc(CSc2nc3ccc(C)cc3[nH]2)o1
    103.4, 102.7, -25.5, -1.0, 102.0, 8.5, -9.0, -1.0, -3.0, -4.0, -4.0

More results follow.
Each structure is followed by: RGS8-Gao, RGS7-Gao reg, Mcl1 Bid PPI, Bfl-1 Bim block, RGS4-Gao reg, Mcl1 Noxa PPI, Bcl-B Bim block, Bim-Mcl-1, Bim-Bcl-XL, Bim-Bcl-2, Bcl-W Bim block
#51 CCOC(=O)C1CCN(C(=O)c2cccc(C(=O)N3CCC(C(=O)OCC)CC3)c2)CC1
    96.7, 94.6, -8.2, -11.0, 92.0, x, -7.0, 0.0, 1.0, -7.0, -2.0
#52 C=CCSc1nc(O)c(CC)c(=O)n1C(C)CC (centres undefined)
    102.3, 105.9, -37.9, -6.0, 103.8, 1.6, -3.0, -4.0, -2.0, -5.0, -2.0
#53 CCOC(=O)C1CCCN(Cc2ccccc2Cl)C1 (centres undefined)
    108.0, 107.5, 21.7, -7.0, 107.4, 41.6, -3.0, 4.0, -1.0, 0.0, 4.0
#54 CCCCNC(=O)OCC(CC)NC(=O)OC(C)C (centres undefined)
    96.7, 99.4, -28.7, 0.0, 100.0, 15.3, -1.0, -1.0, 1.0, 0.0, 0.0
#55 O=C(NCCOc1ccccc1Cl)C(=O)NCCOc1ccccc1Cl
    102.9, u, -0.3, -6.0, 100.9, 5.9, -2.0, -1.0, -3.0, -6.0, -4.0
#56 O=C(C[n+]1ccc2ccccc2c1)c1ccccc1
    97.6, u, -5.0, x, 91.9, 10.8, x, x, x, x, x
